High-throughput results: PubChem BioAssay, several laboratories
TRPC6 activator: activators of mouse TRPC6 channel | Q61143 | HEK293-TRPC6 membrane potential dye fluorescence; hits give high values | B-score at 10 µM | AID 2550 | 310,000 compounds, 0.13% hits;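 active means B-score of the integrated fluorescence ratio above library mean plus 3 SD, and starting fluorescence ratio within library mean plus 5 SD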;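 further: higher score means more depolarization so channel activation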
MrgX1 antag: antagonists of human MrgX1 receptor; 310,000 compounds, 1.3% hits; Q96LB2; B-score at 10 µM; MRGX1-HEK293 calcium flux, Fluo-4, BAM8-22 antagonism; hits give low values;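 active means calcium-response B-score plate-corrected more than 3 library SD below zero, starting fluorescence within 5 deviations, no agonist response on first addition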;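 further: peak minus trough fluorescence over baseline after final BAM8-22 challenge near maximal dose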
Target sequence (Q96LB2 whole entry, looked up): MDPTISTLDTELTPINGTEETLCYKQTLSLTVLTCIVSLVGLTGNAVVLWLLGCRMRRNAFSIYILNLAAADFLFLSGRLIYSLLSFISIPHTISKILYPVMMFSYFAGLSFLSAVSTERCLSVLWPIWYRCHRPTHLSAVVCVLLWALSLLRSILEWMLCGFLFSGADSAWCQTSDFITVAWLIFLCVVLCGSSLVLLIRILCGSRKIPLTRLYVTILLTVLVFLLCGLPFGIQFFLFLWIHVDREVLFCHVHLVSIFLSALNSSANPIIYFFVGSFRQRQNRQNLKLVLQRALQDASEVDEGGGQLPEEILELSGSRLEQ
aSyn UTR inh: MLPCN primary screen, SNCA 5' untranslated region. alpha-synuclein 5'UTR reporter, inhibitor activity. AID 1813. inhibition, % (tested at 7.5 µM). 300,000 compounds, 0.82% hits; in the data active means inhibition above about 60%;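 further: H4 neuroglioblastoma cells stably carrying SNCA 5'UTR luciferase fusion; 0% = DMSO wells and 100% = positive control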
IEC-6 cytotox: IEC-6 cytotoxicity, counter-screen for KLF5 inhibitors. luminescence viability. inhibition, % at 5 µM. 290,000 compounds, 0.78% hits; in the data active means inhibition above about 22%;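 further: 0% = plate median of test compound wells and 100% = cytotoxic reference compound wells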
SKKanGAS inh: inhibitors of SKKanGAS S. pyogenes growth in kanamycin (SK-promoter or general growth effect); AID 1662; 300,000 compounds, 1.3% hits; BacTiter-Glo, 6 h; inhibition, % at 7.5 µM;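 active means mean replicate score, as percent of positive control median, at least 50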;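 further: strain carries kanamycin resistance gene driven by streptokinase promoter and grows in 40 µg/ml kanamycin; loss of luminescence reflects streptokinase promoter inhibition or plain growth inhibition; 0% = median of DMSO wells and 100% = positive control at its reference dose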
TRPC4 act: activators of mouse TRPC4 channel. Q9QUQ5. HEK293 TRPC4beta/mu-opioid, Fluo4 calcium fluorescence; hits give high values. B-score at 10 µM. 310,000 compounds, 0.49% hits;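 active means B-score above 5 SD of library B-scores, and initial fluorescence ratio not above library mean plus 5 SD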;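 further: positive B-score marks a calcium rise read as TRPC4 activation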
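Test system: HEK293 cells stably co-expressing mouse TRPC4beta and mu-opioid receptor | Schedule: Fluo4 dye loading 45 min at room temperature, 110 s recording | Measured by: Kinetic Fluo4 calcium fluorescence, 5 s baseline at 1 Hz | Evaluation: B score of integrated ratio | Controls: Buffer (low) and maximal DAMGO (high)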
TRPC4 PAM: allosterically enhances the mouse TRPC4 cation channel. Q9QUQ5. HEK293 TRPC4beta/mu-opioid, DAMGO EC20, Fluo-4 Ca2+ flux; hits give high values. B-score at 10 µM. 310,000 compounds, 0.42% hits. AID 2227;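 active means B-score of calcium response area above 5 SD of library B-scores, with initial fluorescence ratio within 5 SD of library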;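 further: B-score of integrated fluorescence ratio over time as area under calcium response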
KLF5 inhibitor: suppresses KLF5 promoter-driven expression; 290,000 compounds, 0.23% hits; DLD-1 KLF5 promoter-luciferase reporter, luminescence; inhibition, % at 5 µM; AID 1700;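 active means inhibition above a per-plate limit of that plate's mean compound inhibition plus 3 SD, cut at about 60% in these data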;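 further: 0% = DMSO wells and 100% = LY294002 at 200 µM; higher means less KLF5 promoter-driven luciferase light; inactives centre near -14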
TRPC4 inh: inhibitors of mouse TRPC4 channel | Q9QUQ5 | HEK293 TRPC4beta/mu-opioid, DAMGO-evoked Fluo4 calcium flux; hits give low values | B-score at 10 µM | 300,000 compounds, 0.39% hits | AID 2247;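 active means B-score over 3 SD under the library average, no early fluorescence shift, positive overall ratio signal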
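Assay system: Stable TRPC4beta/mu-opioid receptor HEK293 cells | Reagent: DAMGO in two steps, submaximal then maximal | Compound dosing: Single concentration per test compound | Signal: Fluo4 Ca2+ flux fluorescence | Evaluation: Per-well B score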
HIF activator: HIF pathway transcriptional activation; U2OS HRE-luciferase reporter, luminescence; normalized: DMSO 0%, desferrioxamine 100%; activation, % at 7.5 µM (by protocol); 300,000 compounds, 0.32% hits; AID 1910;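 active means mean activation of at least 10% of the iron chelator positive control signal, with at least half of replicates also reaching 10%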
TRPC6 inhibitor: mouse TRPC6 channel inhibition; Q61143; HEK293-TRPC6, membrane potential dye, ACh-evoked depolarization; hits give low values; B-score at 10 µM; 310,000 compounds, 1.1% hits; AID 2553;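 active means B-score under library mean minus 3 SD, initial fluorescence not abnormally high, positive integrated signal ratio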;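 further: B-score derived from integrated fluorescence ratio over the kinetic read; more negative B-score means stronger inhibition of depolarization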
* marks the source's active call; other numbers are inactive results; i = inactive; . = no result given.

SMILES | TRPC6 activator | MrgX1 antag | aSyn UTR inh | IEC-6 cytotox | SKKanGAS inh | TRPC4 act | TRPC4 PAM | KLF5 inhibitor | TRPC4 inh | HIF activator | TRPC6 inhibitor
CCOC(=O)c1cnc2ccc(OC)cc2c1Nc1ccc2c(c1)OCCO2 | i | i | 10 | 3 | 6 | i | i | -7 | i | -0.2 | -7.5*
Cn1c(CSCc2ccc(F)cc2)nnc1SCC(=O)Nc1nccs1 | i | i | -3 | -2 | -4 | i | i | 11 | i | 0.9 | i
O=C(CN1C(=O)c2cccnc2Oc2ccc(Cl)cc21)N1CCOCC1 | i | i | -5 | 2 | -1 | i | i | -14 | i | -0.2 | i
NC(=O)[C@@H]1CCCN1C(=O)c1ccc2oc(CCc3ccccc3)nc2c1 | i | i | -63 | -2 | 2 | i | i | -59 | i | 3.2 | i
Cc1ccc2cc(C)c(SCC#N)nc2c1 | i | i | 17 | -1 | 4 | i | i | -15 | i | -0.1 | i
O=C(COC(=O)c1ccc2ncsc2c1)Nc1ncc(Cl)cc1Cl | i | i | -8 | 3 | -13 | i | i | -5 | i | -0.4 | i
Cc1ccc(C(=O)N/C(=C\c2cn(S(=O)(=O)N(C)C)c3ccccc23)C(=O)NCCN2CCOCC2)cc1 | i | . | -7 | 5 | 2 | i | i | -8 | i | -24 | i
NC(=O)C1CCCN(C(=S)Nc2cccc3ccccc23)C1 (stereo unspecified) | i | i | -90 | -1 | -2 | i | i | 0 | i | 0.5 | i
O=C(CSc1nnc2ccc(-c3cccnc3)nn12)Nc1cccc(F)c1 | i | . | -1 | . | -4 | i | i | . | i | -1.9 | i
O=C(c1cccs1)N1CCN(CCc2ccccc2)CC1 | i | i | -12 | -4 | 4 | i | i | -23 | i | 0.0 | i
Cc1ccc(NC2c3ncccc3C(=O)N2C2CCCCC2)cc1 (stereo unspecified) | i | i | 33 | -3 | 4 | i | i | -1 | i | -0.3 | i
COc1ccc2cc3cc(C(=O)NCc4cccs4)oc3nc2c1 | i | i | -1 | 8 | -11 | i | i | -16 | i | -1.0 | i
O=C(CCCC1=NS(=O)(=O)c2ccccc2N1)Nc1ccccc1 | i | i | -19 | 3 | -2 | i | i | -20 | i | 0.3 | i
CCC(C)(C)c1ccc(OCC(=O)Nc2ccncc2)cc1 | i | i | -15 | -9 | -14 | i | i | -26 | i | -17 | i
Nc1ncc(Br)cc1N=Cc1ccccc1 | i | i | -197 | 8 | 11 | i | i | -146 | i | 5.6 | i
CC1(C)CC(=O)c2ccc(OCc3ccc([N+](=O)[O-])cc3)cc2O1 | i | i | -151 | -6 | 8 | i | i | -67 | i | 2.8 | i
COc1ccc(CNC(=O)c2noc3c2CCCC3)cc1 | i | i | -103 | -4 | -3 | i | i | -56 | . | 1.4 | i
O=C(CSc1nc(=O)n2cc(Cl)ccc2n1)Nc1cccc2ccccc12 | i | . | -24 | . | 4 | i | i | . | i | -0.1 | i
COc1ccc(S(=O)(=O)N2CC(C(=O)O)Oc3ccc(CC(=O)O)cc32)cc1 (stereo unspecified) | i | i | 8 | 2 | 2 | i | i | -28 | i | -0.4 | i
O=C(Nc1ccncc1)c1ccc(Cl)c(Cl)c1 | i | i | -25 | 0 | -7 | i | i | -37 | i | 0.7 | i
CCOC(=O)N1CCN(C(=O)c2cc3cc(C)ccc3[nH]2)CC1 | i | i | 17 | 1 | -1 | i | i | -21 | i | -1.3 | i
COc1ccc(C(=O)n2nc(-c3ccco3)nc2N)cc1 | i | i | -5 | -1 | 0 | i | i | -31 | i | -22 | i
COC(=O)c1[nH]c2ccc(C)cc2c1NC(=O)CN1CCCC(C)(C)C1 | i | i | 20 | 8 | -3 | i | i | -15 | i | -0.2 | i
COc1ccc2ccn(S(=O)(=O)c3ccccc3)c2c1 | i | i | 26 | 10 | 16 | i | i | -6 | i | 0.2 | i
CC(C)(C)OC(=O)N/N=C/c1c[nH]c2ccccc12 | i | i | -140 | 9 | -2 | i | i | -21 | i | 1.6 | i
CCOc1ccc(NC(=S)NCCN2CCN(Cc3ccccc3)CC2)cc1 | i | i | 26 | -1 | 0 | i | i | -28 | i | -0.4 | i
CCc1c(C)sc(NC(=S)N2CCN(S(C)(=O)=O)CC2)c1C(=O)OC | i | i | 13 | 6 | 42 | i | i | 21 | i | 0.0 | i
CCOc1ccc(-c2cccc(NS(=O)(=O)c3cc([N+](=O)[O-])ccc3C)c2)nn1 | i | i | 7 | . | 5 | i | i | . | i | 0.5 | i
COc1cccc(C2(O)CCN(C(=O)c3cccs3)CC2)c1 | i | i | 20 | -4 | 6 | i | i | -26 | i | 0.0 | i
Cc1sc(NC(=O)c2ccco2)c(C(c2cccnc2)N2CCC(C)CC2)c1C (stereo unspecified) | i | i | -2 | -4 | 19 | i | i | -6 | i | -0.7 | i
Cc1ccc(C)c(NC(=O)CSc2n[nH]c(-c3ccccn3)n2)c1 | i | i | 56 | 2 | -2 | i | i | 36 | i | -3.3 | i
CCC(=O)NCC(c1ccco1)N1CCN(c2ccc(OC)cc2)CC1 (stereo unspecified) | i | i | 5 | 4 | -2 | i | i | 13 | i | 0.3 | i
Cc1ccc(C(=O)N2CCN(c3ncccn3)CC2)cc1NC1=NC2CS(=O)(=O)CC2S1 (stereo unspecified) | i | i | 20 | 3 | -5 | i | i | -14 | i | -0.1 | i
Cc1c(C(=O)NCc2ccccn2)oc2ccc(S(=O)(=O)N3CCOCC3)cc12 | i | i | 25 | 0 | 5 | i | i | -4 | i | -0.3 | i
COC(=O)c1sccc1NC(=O)Nc1ccc(OC)cc1OC | i | i | -5 | -1 | -3 | i | i | -51 | i | 0.3 | i
CC(C)Cc1nnc(NC(=O)CCc2c[nH]c3ccccc23)s1 | i | i | -10 | -8 | -2 | i | i | -5 | i | 0.3 | i
Cn1nccc1C(=O)OCC(=O)Nc1ccccc1 | i | . | 4 | -3 | 5 | i | i | -10 | i | 0.9 | i
CCCc1ccc(OCC(=O)O)cc1 | i | i | 18 | -4 | -5 | i | i | -11 | i | -0.2 | i
CC(C)C(=O)Nc1ccc(C(=O)NNC(=O)CCc2ccccc2)cc1 | i | i | -1 | 3 | 6 | i | i | 19 | i | -0.4 | i
COc1ccccc1C1CC(c2ccc(NS(C)(=O)=O)cc2)=NN1S(=O)(=O)c1ccccc1 (stereo unspecified) | i | i | 1 | 3 | 3 | i | i | -23 | i | -2.9 | i
Cc1cc(NC(=O)c2ccc([N+](=O)[O-])cc2)n(CCC#N)n1 | i | i | 1 | 1 | 0 | i | i | -14 | i | 0.7 | i
COc1ccc(S(=O)(=O)Nc2cc(C)ccn2)cc1OC | i | i | 14 | -2 | -5 | i | i | -21 | i | -0.5 | i
COc1ccccc1OCCOCCOc1ccc(C)cc1Br | i | i | -10 | 6 | -15 | i | i | 10 | i | -0.1 | i
COc1ccc(S(=O)(=O)N2CCOC2CNC(=O)C(=O)NCCN2CCOCC2)cc1 (stereo unspecified) | i | i | 5 | 4 | -1 | i | i | 0 | i | 0.3 | i
CCN(CC)C(=O)CSc1nc2nc(C)cc(C)c2c(=O)[nH]1 | i | i | -11 | 2 | -5 | i | i | -20 | i | 0.0 | i
CC(C)c1ccc(/C=C/C(=O)NC(=S)Nc2ccc(CN3CCOCC3)cc2)cc1 | i | i | -130 | -10 | -12 | i | i | -6 | i | 0.4 | i
COC(=O)c1cccc(NC(=O)CN2CCC(NC(=O)c3cc(OC)c(OC)c(OC)c3)CC2)c1 | i | i | 19 | 2 | 19 | i | i | -12 | i | -0.7 | i
COCCNC(=O)COC(=O)c1cc(-c2ccc(OC)cc2)nc2ccccc12 | i | i | -46 | 9 | -1 | i | i | -49 | i | 1.6 | i
COC(=O)c1ccc(Nc2ccc3nonc3c2[N+](=O)[O-])cc1 | i | i | 2 | -4 | 1 | i | i | -8 | i | -4.6 | i
CC1(C)CC(=O)C=C(Nc2ccc(Cl)c(Br)c2)C1 | i | i | 17 | -2 | -2 | i | i | -6 | i | 1.6 | i
COc1ccc(C(=O)Nc2nc(CC(=O)NCc3ccc(F)cc3)cs2)cc1 | i | i | -40 | . | -12 | i | i | . | i | 1.6 | i
COCCn1c(SCC(=O)c2c(-c3ccccc3)n(C)c3ccccc23)nnc1-c1ccncc1 | i | i | 13 | 4 | 2 | i | i | -25 | i | -1.2 | i
COC(=O)C1=C(C(=O)c2ccccc2)C(c2ccccc2)n2nnnc2N1 (stereo unspecified) | i | i | 13 | 10 | -2 | i | i | -10 | i | 0.5 | i
CC(=O)c1ccc(NCC2COc3ccccc3O2)c([N+](=O)[O-])c1 (stereo unspecified) | i | i | -179 | 1 | -8 | i | i | -92 | i | 2.2 | i

Fetched one by one from the entries so far (6):
SMILES | TRPC6 activator | MrgX1 antag | aSyn UTR inh | IEC-6 cytotox | SKKanGAS inh | TRPC4 act | TRPC4 PAM | KLF5 inhibitor | TRPC4 inh | HIF activator | TRPC6 inhibitor
COc1ccc(C(=O)Nc2nc(CC(=O)NCc3ccc(F)cc3)cs2)cc1 | i | i | -40 | . | -12 | i | i | . | i | 1.6 | i
CCC(=O)NCC(c1ccco1)N1CCN(c2ccc(OC)cc2)CC1 (stereo unspecified) | i | i | 5 | 4 | -2 | i | i | 13 | i | 0.3 | i
CCCc1ccc(OCC(=O)O)cc1 | i | i | 18 | -4 | -5 | i | i | -11 | i | -0.2 | i
Cc1ccc(C)c(NC(=O)CSc2n[nH]c(-c3ccccn3)n2)c1 | i | i | 56 | 2 | -2 | i | i | 36 | i | -3.3 | i
Cc1c(C(=O)NCc2ccccn2)oc2ccc(S(=O)(=O)N3CCOCC3)cc12 | i | i | 25 | 0 | 5 | i | i | -4 | i | -0.3 | i
COC(=O)C1=C(C(=O)c2ccccc2)C(c2ccccc2)n2nnnc2N1 (stereo unspecified) | i | i | 13 | 10 | -2 | i | i | -10 | i | 0.5 | i
